Source: PubChem (Johns Hopkins Ion Channel Center)
CHT block – inhibitors of human choline transporter CHT; CHT-expressing cells, membrane potential dye, choline response; hits give low values; B-score at 10 µM; High affinity choline transporter 1 (Homo sapiens), Q9GZV3; AID 488975, 2010; 0.86% of 310,000 active;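 active = B-score over 3 SD under the library average, and starting fluorescence ratio not unusually high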;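 also: choline stimulus applied at its EC90 after an EC20 pre-addition; B-score computed on integrated fluorescence ratio after choline addition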
Target sequence (Q9GZV3 whole entry, looked up): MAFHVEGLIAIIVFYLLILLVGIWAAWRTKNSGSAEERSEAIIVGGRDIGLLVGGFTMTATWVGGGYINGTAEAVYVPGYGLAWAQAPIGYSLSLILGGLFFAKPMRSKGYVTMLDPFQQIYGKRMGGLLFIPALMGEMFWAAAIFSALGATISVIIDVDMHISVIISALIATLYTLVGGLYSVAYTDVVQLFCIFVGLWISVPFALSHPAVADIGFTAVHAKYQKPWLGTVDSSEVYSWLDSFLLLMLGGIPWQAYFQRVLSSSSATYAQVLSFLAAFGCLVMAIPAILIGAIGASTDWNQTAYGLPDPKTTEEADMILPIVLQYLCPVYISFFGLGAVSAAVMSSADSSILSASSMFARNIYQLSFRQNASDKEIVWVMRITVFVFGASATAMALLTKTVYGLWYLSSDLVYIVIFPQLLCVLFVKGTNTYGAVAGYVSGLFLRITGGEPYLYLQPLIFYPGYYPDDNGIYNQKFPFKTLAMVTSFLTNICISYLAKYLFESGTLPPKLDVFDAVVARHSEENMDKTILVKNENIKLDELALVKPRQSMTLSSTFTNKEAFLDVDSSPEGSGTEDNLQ
CHT allo act – CHT positive allosteric modulators, primary screen, cell-based, membrane potential dye, choline EC20; B-score at 10 µM; High affinity choline transporter 1 (Homo sapiens), Q9GZV3; CHT-expressing cells; hits give high values; LV-AA mutant CHT in HEK293 cells; AID 488977, 2010; 0.49% of 310,000 active;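 active = initial fluorescence not abnormally high and integrated response B-score, plate-corrected, over 3 SD above library mean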
Calls only; i = inactive.

The first two compounds, to show the layout:
Values run as follows: CHT block | CHT allo act
1. COc1ccc(C(=O)NCC(C)NC(=O)c2ccc(OC)cc2)cc1 (centres undefined)
    i | i
2. CN(c1ccccc1)S(=O)(=O)c1cccc(C(=O)NNC(=O)c2ccncc2)c1
    i | i

Results (from the top)
Values run as follows: CHT block | CHT allo act
1. COc1ccc(C(=O)NCC(C)NC(=O)c2ccc(OC)cc2)cc1 (centres undefined)
    i | i
2. CN(c1ccccc1)S(=O)(=O)c1cccc(C(=O)NNC(=O)c2ccncc2)c1
    i | i
3. CC(OC(=O)c1cccs1)C(=O)NC1CC1 (centres undefined)
    i | i
4. CCC(=O)c1ccc(OCC(=O)OCC(=O)N2c3ccccc3CC2C)cc1 (centres undefined)
    i | i
5. C=C(C)COc1cc2oc(=O)c(CC(=O)N3C[C@H]4C[C@@H](C3)c3cccc(=O)n3C4)c(C)c2cc1Cl
    i | i
6. CN(Cc1nccs1)C(=O)c1ccc2nc(Cc3ccccc3F)oc2c1
    i | i
7. Cc1ccccc1CSCC(=O)N/N=C/c1cccs1
    i | i
8. CC1CN(C(=O)c2cc3cc(Br)ccc3[nH]2)CC(C)O1 (centres undefined)
    i | i
9. O=C(O)c1ccc2c(c1)NC(=O)C(N1CCCC1)S2 (centres undefined)
    i | i
10. CC(=O)c1c(C)[nH]c(C(=O)N2CCN(c3ccc(F)cc3)CC2)c1C
    i | i
11. CCOC(=O)c1[nH]c2ccccc2c1N=C(C)N(CC)CC
    i | i
12. CC(=O)C(=Cc1cn(-c2ccccc2)nc1-c1ccccc1)C(C)=O
    i | i
13. Cc1ccc2nc(SCC(=O)Nc3ccc(C)c(Cl)c3)nc(=O)n2c1
    i | i
14. COc1ccc(CNCCC2(O)CC(C)N(C)CC2C)cc1OC (centres undefined)
    i | i
15. CCn1nnnc1SCC(=O)Nc1cccc(C)n1
    i | i
16. O=C(Nc1nnc(SCc2ccc(Cl)cc2)s1)c1cnccn1
    i | i
17. CCOC(=O)C1(C(F)(F)F)N=C(C(F)(F)F)Nc2cc(C)c(C)cc21 (centres undefined)
    i | i
18. COc1cc(COCC(O)CN2CCc3ccccc3C2)cc(OC)c1OC (centres undefined)
    i | i
19. CCCNC(=O)CN1C(=O)NC(CC)(c2ccc(F)cc2)C1=O (centres undefined)
    i | i
20. CC(=O)Nc1ccccc1NC(=O)C/C(C)=N/NC(=O)Cc1cccc2ccccc12
    i | i
21. Cc1ccc(Nc2cc(C)nc(-c3ccccc3)n2)cc1
    i | i
22. CCn1c(/C=C/c2ccc([N+](=O)[O-])o2)nc2ccccc2c1=O
    i | i
23. O=C(COC(=O)CSCC(=O)N1CCCCC1)Nc1ccc(Cl)cc1
    i | i
24. CCC(C)NC(=O)CSc1nc2ccccc2c(=O)n1CCCC(=O)NCC1CCCO1 (centres undefined)
    i | i
25. Cc1c(-c2ccccc2)oc2c(C(=O)OCC(=O)Nc3ccc(F)cc3)cccc2c1=O
    i | i
26. COc1ccc(/C=C/C(=O)NC(=S)Nc2ccccc2)cc1OC
    i | i
27. CC[C@@H]1CC=C[C@H]2[C@H]1C(=O)N(Cc1ccccc1)[C@H]2c1ccc(OC)c(Cl)c1
    i | i
28. CCOC(=O)C1CCCCN1C(=O)CCc1c(C)nc2cc(-c3ccccc3)nn2c1C (centres undefined)
    i | i
29. O=C(Nc1nc(=O)c2ccccc2s1)c1ccccc1
    i | i
30. O=C(Nc1ccc(S(=O)(=O)N2CCCCC2)cc1)c1ccncc1
    i | i
31. CCOc1ccc(S(=O)(=O)Nc2ccc(C(=O)NCC(c3ccccc3)N(C)C)cc2)cc1 (centres undefined)
    i | i
32. O=C(CCN1C(=O)c2ccccc2C1=O)C1=NN[C@@H]2C(=O)N(c3ccc4c(c3)OCO4)C(=O)[C@H]12
    i | i
33. CCOC(=O)N1CCC(NC(=O)CNS(=O)(=O)c2ccc(Br)s2)CC1
    i | i
34. COc1cc(/C=C/C(=O)Nc2nnc(CC(C)(C)C)s2)cc(OC)c1OC
    i | i
35. CCCCc1[nH]nc2c1C1(C(=O)N(CC)c3ccccc31)C(C#N)=C(N)O2 (centres undefined)
    i | i
36. COc1ccc(C/C(=N\OC(C)=O)c2ccc(OC)cc2)cc1
    i | i
37. CCN(CC(=O)Nc1ccc(S(=O)(=O)N2CCCCC2)cc1)Cc1ccccc1
    i | i
38. CCOc1ncccc1C(=O)NC(C)CCc1ccccc1 (centres undefined)
    i | i
39. CCC/C(O)=C1\C(=O)CC(c2ccccc2)CC1=NC(C)C(=O)O (centres undefined)
    i | i
40. COc1ccc(C(=O)O/N=C(\C)c2cnccn2)cc1
    i | i

Full records, quoted from the list. Order of values: CHT block, CHT allo act
CC[C@@H]1CC=C[C@H]2[C@H]1C(=O)N(Cc1ccccc1)[C@H]2c1ccc(OC)c(Cl)c1 is listed as i, i
CCOC(=O)C1(C(F)(F)F)N=C(C(F)(F)F)Nc2cc(C)c(C)cc21 (centres undefined) is listed as i, i

Rewritten in transposed form: entries from further up
28) CCOC(=O)C1CCCCN1C(=O)CCc1c(C)nc2cc(-c3ccccc3)nn2c1C (centres undefined)
26) COc1ccc(/C=C/C(=O)NC(=S)Nc2ccccc2)cc1OC
32) O=C(CCN1C(=O)c2ccccc2C1=O)C1=NN[C@@H]2C(=O)N(c3ccc4c(c3)OCO4)C(=O)[C@H]12
30) O=C(Nc1ccc(S(=O)(=O)N2CCCCC2)cc1)c1ccncc1
Screen / compound no. | 28 | 26 | 32 | 30
CHT block | i | i | i | i
CHT allo act | i | i | i | i

New compounds follow
Values run as follows: CHT block | CHT allo act
41. CC(=O)c1ccc(NC(=O)Cn2c3ccccc3c3nc(=O)cc(C)n32)cc1
    i | i
42. CCOc1ccc(/C=N/NC(=O)c2nnn(-c3nonc3N)c2CN2CCC(C)CC2)cc1
    i | i
43. O=C(CCSCc1ccc(Cl)cc1)NCc1cccs1
    i | i
44. CCC(=O)N(Cc1ccc(C)cc1)Cc1cc2cc3c(cc2[nH]c1=O)OCO3
    i | i
45. O=[N+]([O-])c1ccc(N2CCN(c3ccc(Cl)nn3)CC2)cc1NC1CC1
    i | i
46. COC(=O)c1ccc(COc2ccc3c4c(c(=O)oc3c2)CCC4)o1
    i | i
47. CCN(CC)Cc1c(O)ccc2c(=O)c(-c3ccc(Cl)cc3)coc12
    i | i
48. COc1ccc(C2=NN(C(=O)CSc3nc4ncc(Cl)cc4[nH]3)C(c3ccco3)C2)cc1 (centres undefined)
    i | i
49. COc1ccccc1Oc1ccccc1C(=O)O
    i | i
50. O=S(=O)(c1ccccc1)C1(S(=O)(=O)c2ccccc2)CCCC1
    i | i
51. O=C(NCCF)C1Nc2ccc(OC(F)(F)F)cc2C2C=CCC12 (centres undefined)
    i | i
52. COc1ccc(N(CC(=O)NCCSc2ccccn2)S(=O)(=O)c2ccc(C)cc2)cc1OC
    i | i
53. COc1ccc(C2CC(c3cccs3)=NN2S(=O)(=O)c2ccc(C)cc2)cc1 (centres undefined)
    i | i
54. O=C(NC1CCCC1)C(=O)N(Cc1cccnc1)C(C(=O)NCC1CCCO1)c1ccco1 (centres undefined)
    i | i
55. COc1ccc(CCN(C)C(=O)c2ccc(S(=O)(=O)Nc3ccccc3C)cc2)cc1OC
    i | i
56. Cc1ccccc1-c1cc(C(=O)NCc2cccs2)nn1CC1CC(c2cccc([N+](=O)[O-])c2)=NO1 (centres undefined)
    i | i
57. COc1ccc(CCNC(=S)N2CCN(S(=O)(=O)c3cccc(F)c3)CC2)cc1
    i | i
58. O=C(CC(NC(=O)c1ccccc1)c1ccccc1)Nc1ccc(F)c(F)c1 (centres undefined)
    i | i
59. COc1ccc(N2CCN(C(=O)COC(=O)Cc3cccc(OC)c3)CC2)cc1
    i | i
60. Cc1ccc(-c2ccccc2NC(=O)CS(=O)CC(=O)Nc2ccc(C)c(Cl)c2)o1 (centres undefined)
    i | i
61. O=C(Nc1nc2ccsc2c(=O)s1)c1ccco1
    i | i
62. O=C(NCc1ccco1)c1nc2c(nnn2Cc2cccc(Cl)c2)c(=O)[nH]1
    i | i
63. CCn1c(SCc2nc(-c3cccs3)no2)nnc1-c1c[nH]c2ccccc12
    i | i
64. CN(C)CCOCCP(=O)(c1ccccc1)c1ccccc1
    i | i
65. CC(C)(C)N1CC2([N+](=O)[O-])CN(C(C)(C)C)CC([N+](=O)[O-])(C1)C2
    i | i
66. Cc1c(CN2CCC(C(=O)Nc3ccc(Oc4ccccc4)nc3)CC2)cnn1C
    i | i
67. COC(=O)C1CN(C(=O)COc2ccc(Cl)cc2C)c2ccccc2O1 (centres undefined)
    i | i
68. O=C(NNC(=S)Nc1ccc(Cl)cc1Cl)c1ccncc1
    i | i
69. COc1ccc(CCNC(=O)CSc2nc(C)nc3sccc23)cc1OC
    i | i
70. CCC(=O)c1ccc(OCC(O)CN2CCN(S(=O)(=O)N3CCCCC3)CC2)cc1 (centres undefined)
    i | i
71. Cc1noc(C)c1CSc1ccccc1C(=O)N(C)CC(=O)Nc1cccc(F)c1
    i | i
72. CCOc1cc(CNc2ncnc3nc[nH]c23)ccc1OC
    i | i
73. COc1ccc(C(=O)Nc2ccc(NC(=O)c3cc(OC)c(OC)c(OC)c3)cn2)cc1
    i | i
74. COc1ccc(OC)c(/C=N/NC(=O)c2[nH]nc3c2CCc2ccccc2-3)c1
    i | i
75. CC1(C)Cc2c(sc(NC(=O)C(=O)N3CCCC3)c2C(=O)O)CO1
    i | i
76. C/C(O)=C(\C#N)c1nc2ccccc2[nH]1
    i | i
77. Nc1nccnc1C(=O)OCC(=O)Nc1ccc2[nH]c(=O)[nH]c2c1
    i | i
78. COc1ccc(C)cc1S(=O)(=O)N1CCN(C(=O)c2ncoc2-c2ccc(F)cc2)CC1
    i | i
79. CCN(CC)S(=O)(=O)c1ccc(NC(=O)c2ccccc2N(C)S(C)(=O)=O)cc1
    i | i
80. O=C(N/N=C/c1ccco1)C1CC1(c1ccccc1)c1ccccc1 (centres undefined)
    i | i
81. CCc1ccc(N(CC(=O)NCc2ccco2)C(=O)CCC(=O)Nc2ccccn2)cc1
    i | i
82. O=C(CS(=O)(=O)c1cn(Cc2ccc(Cl)cc2)c2ccccc12)N1CCOCC1
    i | i
83. CN(CC(=O)Nc1ccc(S(=O)(=O)N2CCCC2)cc1)Cc1ccc(Cl)cc1Cl
    i | i
84. CC(C)NC(=S)N/N=C/c1ccc(C(C)(C)C)cc1
    i | i
85. O=C(CC1S/C(=N/N=C/C=C/c2ccccc2)NC1=O)Nc1ccc(Cl)c(Cl)c1 (centres undefined)
    i | i
86. COc1ccnc(-n2cccc2C=O)c1C#N
    i | i
87. CCCCn1c(=O)n(CC(O)c2ccccc2)c(=O)c2c1ncn2C1CCCC1 (centres undefined)
    i | i
88. O=C(c1cc([N+](=O)[O-])cc([N+](=O)[O-])c1)N(Cc1nnc(-c2ccccc2Cl)o1)C1CC1
    i | i
89. COc1ccccc1N1CCN(CCCNC(=O)Cn2ncc3c([nH]c4ccccc43)c2=O)CC1
    i | i
90. COCCn1cnc2c1c(=O)n(CC(=O)Nc1cc(C)on1)c(=O)n2Cc1ccccc1
    i | i
91. C/C=C/C(=O)OCC(=O)Nc1ccc(OC)c(OC)c1
    i | i
92. Cc1ccc(/C=N/NC(=O)c2c(-c3ccccc3)noc2C)o1
    i | i
93. CC(C)(C)c1ccc(/C=C(\C#N)C(=O)Nc2ccccn2)cc1
    i | i
94. CN(C)C(=O)c1ccc(-c2nnc(NCc3ccccc3)c3ccccc23)cc1
    i | i
95. CC1C(=O)NC(=O)C1c1ccccc1 (centres undefined)
    i | i
96. CC(C)(CO)CNC(=O)CCc1nnc(-c2ccc(-c3ccccc3)cc2)o1
    i | i
97. Cc1nc(-c2ccc(NC(=O)Cc3ccccc3)cc2)cs1
    i | i
98. Cc1ccc(-c2nn3c(-c4ccco4)nnc3c3ccccc23)cc1S(=O)(=O)NCC1CCCO1 (centres undefined)
    i | i
99. Cc1c(C(=O)NC(C)C)c(-c2ccccc2)nn1-c1ccccc1
    i | i
100. COc1ccc(/C(O)=C2/C(=O)C(=O)N(c3nc(C)c(C)s3)C2c2ccco2)cc1 (centres undefined)
    i | i

The results go on.
Values run as follows: CHT block | CHT allo act
101. CCCN(CCC)S(=O)(=O)c1ccc(Cl)c(OC)c1
    i | i
102. Cc1[nH]c(=O)[nH]c(=O)c1S(=O)(=O)Nc1ccc(Cl)c([N+](=O)[O-])c1
    i | i
103. Cc1ccc(C(=O)N/C(=C\c2ccc(-c3ccc(Br)cc3)o2)C(=O)NCCCN(C)C)cc1
    i | i
104. CC(C)C12CN3CC(C(C)C)(CN(C1)C3c1ccc([N+](=O)[O-])o1)C2=O (centres undefined)
    i | i
105. CCC(=O)NN1CCc2cc3ccc(C)cc3nc21
    i | i
106. Cc1cnn(C(=O)c2cc(-c3ccccn3)nc3ccc(Cl)cc23)c1
    i | i
107. C/C(=N\Nc1ccccc1)c1cccc(N)c1
    i | i
108. Cc1ccc(S(=O)(=O)Cn2nnnc2C(CC(C)C)N2CCN(c3ccc(F)cc3)CC2)cc1 (centres undefined)
    i | i
109. CCN(CC)CCn1c2c(c(SCC(=O)Nc3cc(C)on3)nc1=O)CCCC2
    i | i
110. Cc1ccc(NC(=O)c2ccc(OC(=O)COc3cccc(Cl)c3)cc2)cc1
    i | i
111. CCOc1ccc2nc(SCC(=O)NC3CC3)sc2c1
    i | i
112. CCCS(=O)(=O)Nc1cccc(-c2ccc3nnc(C)n3n2)c1
    i | i
113. CCn1c(SCC(=O)Nc2cccc(OC)c2)nc2ccccc2c1=O
    i | i
114. COc1ccc(C(=O)N/C(=C\c2ccc([N+](=O)[O-])cc2)C(=O)NC(CCSC)C(=O)O)cc1 (centres undefined)
    i | i
115. FC(F)(F)c1nc(N2CCN(c3ccccc3)CC2)nc2c1CCCCC2
    i | i
116. CCOc1ccc(C(=O)NC(=S)N(Cc2ccccc2)Cc2ccccc2)cc1
    i | i
117. O=C(COC(=O)/C=C/c1ccc(Br)o1)Nc1ccc2[nH]c(=O)[nH]c2c1
    i | i
118. CCOC(=O)c1ccc(NC(=O)CN2C(=O)CSC2=O)cc1
    i | i
119. O=C(CCCN1C(=O)/C(=C\c2ccccc2)SC1=S)Nc1ccc(O)cc1C(=O)O
    i | i
